proCasp3 act: activators of human procaspase-3; hit rate 0.11% among 330,000; P42574; activation, % at 8.5 µM; recombinant procaspase-3 D3A, Ac-DEVD-pNA absorbance 405 nm;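 active = activation above the mean of all tested compounds plus 3 SD, cut at about 21% in these data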;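 note: 0% = DMSO alone and 100% = DMSO wells spiked with extra 5 µM PC-3 D3A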
Target sequence (P42574 whole entry D9A/D28A/D175A): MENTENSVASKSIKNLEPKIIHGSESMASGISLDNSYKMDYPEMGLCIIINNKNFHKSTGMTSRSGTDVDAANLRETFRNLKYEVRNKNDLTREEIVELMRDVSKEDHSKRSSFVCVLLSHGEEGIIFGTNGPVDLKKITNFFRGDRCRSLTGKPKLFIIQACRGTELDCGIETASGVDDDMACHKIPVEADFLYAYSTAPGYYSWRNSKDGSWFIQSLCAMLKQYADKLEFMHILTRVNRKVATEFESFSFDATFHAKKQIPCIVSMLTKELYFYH
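Assay system: Autoprocessing-dead procaspase-3 D3A mutant enzyme; also added: Ac-DEVD-pNA; doses: one concentration, 8.5 µM nominal, 0.8% DMSO; times: 1 h compound preincubation, 2 h substrate hydrolysis at 25 °C; technique: 405 nm absorbance of p-nitroaniline, reads at 0 and 120 min; measure: % activation between DMSO and enzyme-spiked controls; repeats: single replicate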
core dimer inh: HCV core protein dimerization inhibition. hit rate 0.33% among 300,000. inhibition, % at 5 µM. TR-FRET GST/Flag-core106 dimerization, 1536-well;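 active = inhibition above the mean of all tested compounds plus 3 SD, set per screening campaign, cut at about 45% in these data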
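Assay system – GST-tagged and Flag-tagged HCV core protein residues 1-106 · Quantity – core106 proteins, GST 13.5 nM and Flag 17 nM · Benchmarks – unlabelled core106 and no-GST-core106 wells · Read-out basis – percent inhibition of core106 dimerization signal · Detection – time-resolved FRET, ex 340 nm, em 617 and 671 nm · Schedule – 4 h at 22.5 °C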
PAFAH2 inh: PAFAH2 (human) inhibition. recombinant PAFAH2, FP-rhodamine activity probe, fluorescence polarization. inhibition, % at 3.39 µM. hit rate 0.99% among 340,000;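 active = inhibition above the mean over all tested compounds plus 3 SD, cut at about 30% in these data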;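 note: inhibitors block probe labeling of enzyme so polarization drops; 0% = enzyme with DMSO and 100% = wells lacking PAFAH2 protein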
AHR activator: activates the human aryl hydrocarbon receptor | hit rate 2.5% among 320,000 | activation, % at 5 µM | AHR-responsive luciferase reporter cells, luminescence; in the data active = activation above about 47%;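 note: 0% = vehicle wells and 100% = reference agonist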
PP1 inh: PP1-alpha (human) inhibition in PP5 counter-screen; purified PP1alpha, OMFP fluorescence; inhibition, % at 6.7 µM; P62136; hit rate 0.9% among 320,000;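 active = inhibition above the mean inhibition of all tested compounds plus 3 SD, computed separately for each screening campaign, cut at about 15% in these data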
Target sequence (P62136 whole entry, looked up): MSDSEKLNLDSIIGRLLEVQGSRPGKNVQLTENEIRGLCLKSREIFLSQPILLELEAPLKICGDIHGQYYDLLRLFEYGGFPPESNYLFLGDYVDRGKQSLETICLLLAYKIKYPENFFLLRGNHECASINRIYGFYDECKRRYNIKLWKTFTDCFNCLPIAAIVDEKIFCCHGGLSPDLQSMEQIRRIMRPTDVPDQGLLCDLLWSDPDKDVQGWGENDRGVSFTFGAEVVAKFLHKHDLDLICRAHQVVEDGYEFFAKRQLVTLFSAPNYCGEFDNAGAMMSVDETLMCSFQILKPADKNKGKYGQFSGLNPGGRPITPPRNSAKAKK
PP5 primary: inhibitors of human protein phosphatase 5 (PP5). inhibition, % at 6.7 µM. AID 1987. hit rate 0.18% among 320,000. purified PP5c, OMFP substrate fluorescence. P53041;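 active = inhibition above the campaign's mean inhibition across all tested compounds plus 3 SD, cut at about 9.5% in these data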;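 note: 0% = DMSO only and 100% = 100 µM cantharidin control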
CTSL1 counter: counter-screen for PFM18AAP inhibitors: inhibitors of F. hepatica cathepsin L1. inhibition, % at 5.96 µM. hit rate 0.49% among 300,000. recombinant F. hepatica cathepsin L1, Z-Leu-Arg-MCA fluorescence;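 active = inhibition above the mean of all tested compounds plus 3 SD, set per screening campaign, cut at about 17% in these data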;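 note: 0% = plate median of test compound wells and 100% = 1 µM Z-Phe-Ala-diazomethylketone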
TPT1 inh: inhibitors of Candida albicans tRNA 2'-phosphotransferase TPT1. recombinant caTPT1, FP RNA substrate dephosphorylation. inhibition, % at 5 µM. hit rate 0.81% among 300,000. AID 1962;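 active = inhibition above the mean of all tested compounds plus 3 SD, set per screening campaign, cut at about 24% in these data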;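 note: plate controls were DMSO alone for no effect and ferristatin control at 100 nM for full effect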
procasp7 counter: counter-screen for procaspase-3 activators: activators of human procaspase-7; P55210; recombinant procaspase-7, Ac-DEVD-pNA absorbance 405 nm; D23A/D198A/D206A triple mutant, cannot self-cleave; scale: DMSO 0, 5 µM enzyme 100; activation, % at 8.5 µM; hit rate 0.093% among 330,000;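 active = percent activation above the screen-wide mean plus 3 SD, cut at about 25% in these data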
Target sequence (P55210 whole entry D23A/D198A/D206A): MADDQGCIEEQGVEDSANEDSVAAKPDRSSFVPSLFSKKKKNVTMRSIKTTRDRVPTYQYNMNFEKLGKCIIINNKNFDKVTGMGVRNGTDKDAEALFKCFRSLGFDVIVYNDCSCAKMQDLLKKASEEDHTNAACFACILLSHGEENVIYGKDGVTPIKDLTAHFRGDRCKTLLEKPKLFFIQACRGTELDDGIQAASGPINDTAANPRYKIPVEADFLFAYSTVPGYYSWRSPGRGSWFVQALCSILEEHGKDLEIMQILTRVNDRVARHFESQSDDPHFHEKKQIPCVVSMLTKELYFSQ
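Assay system: Uncleavable procaspase-7 mutant enzyme | Input: 2 µM procaspase-7 mutant as dispensed | Timing: 1 h compound preincubation, 2 h substrate cleavage, 25 °C | Repeats: One well per compound | Control set: DMSO wells as 0%, DMSO with 5 µM added PC-7 as 100% | Technique: Epi-absorbance of released pNA at 405 nm, two timepoints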
Starred values were filed as active, the others as inactive; / = no result given.

item	SMILES	proCasp3 act	core dimer inh	PAFAH2 inh	AHR activator	PP1 inh	PP5 primary	CTSL1 counter	TPT1 inh	procasp7 counter
1	CC1CCN(c2ccc3nnc(CCC(=O)N4CCN(c5ccccc5F)CC4)n3n2)CC1	-1	3	7	-1	4	0.7	-5	-2	-9
2	Cc1ccc(/C=N/n2c(-c3cccnc3)n[nH]c2=S)o1	-7	-11	/	4	0	3.6	-1	0	2
3	COc1ccc(OC)c(NC(=O)CSc2nncc(=O)n2N)c1	-4	-4	0	7	-4	-0.6	5	-1	-11
4	O=C(CCCC(=O)N1CCN(c2cccc(Cl)c2)CC1)c1ccccc1	3	-2	4	1	6	3.9	-2	0	3
5	CC(/C=N/NC(=O)CSc1n[nH]c(=O)[nH]c1=O)=C\c1ccccc1	6	-3	-1	2	-3	1.0	-1	0	4
6	O=C(Nc1ccccc1C(=O)NCc1cccnc1)c1ccc(Cl)cc1Cl	-2	-9	-9	3	1	3.5	-3	1	6
7	C=CCN(CC=C)C(=O)Cn1cnc([N+](=O)[O-])n1	3	2	3	0	-5	0.1	2	-3	4
8	COCCn1c(SCC(=O)Nc2nnc(C)s2)nnc1-c1cc2ccccc2cc1O	-3	3	-6	-2	-1	2.5	-2	-2	-5
9	COc1cc(C(=O)N2CCN(S(=O)(=O)c3cccs3)CC2)cc(OC)c1C	-5	17	1	11	-1	-1.4	-4	2	0
10	CCOC(=O)c1c(-c2ccc(C)o2)csc1NC(=O)CSc1ncn[nH]1	-16	-1	-3	2	-2	0.7	3	2	-23
11	CCN(CC)S(=O)(=O)c1ccc(N/N=C/c2ccc(OC)c(OC)c2OC)nc1	2	0	-15	-2	1	-0.4	5	-1	9
12	O=C(O)c1ccc(C2SCC(=O)N2Cc2ccco2)cc1 (stereo not given)	6	-4	0	-1	-1	-1.1	-2	-2	4
13	O=C(CSc1nnc(NC(=O)c2ccc(F)cc2)s1)NCc1ccco1	-3	1	-4	31	-2	3.5	3	-1	0
14	CS(=O)(=O)Nc1cccc2cccnc12	-7	2	1	6	-1	1.6	4	-2	-10
15	Cc1cc(C)nc(N/N=C/c2cc(Br)ccc2O)n1	-4	-5	-1	10	2	0.7	8	-3	-1
16	COc1cccc(CNC(=O)Cc2ccc(-n3c(=O)[nH]c4ccccc4c3=O)cc2)c1	-1	7	-2	-2	-1	0.8	-1	0	-2
17	COc1ccc(-c2oc3ccccc3c(=O)c2OC(=O)c2ccc(C)cc2)cc1	2	8	-15	-4	-4	2.4	1	-2	-12
18	COc1ccccc1C(=O)Nc1ccc(C2=NNC(=O)CC2C)cc1 (stereo not given)	-8	-3	-1	32	-4	3.0	-7	0	-1
19	Cc1cc(C)c(C(N)=O)c(Nc2ccc3c(c2)OCCO3)n1	9	-6	-9	33	-3	1.3	0	2	10
20	C=CCNC(=O)c1cc(Cl)ccc1Cl	1	-1	5	-1	1	0.4	-3	-3	4
21	COC(=O)c1ccc(CN(C)S(=O)(=O)c2ccc(C)cc2)o1	3	-2	1	-1	-2	2.4	-2	3	8
22	Cc1[nH]nc2c1C(=O)CCC2	-10	-6	17	2	-2	1.5	5	-3	2
23	COCc1cc(=O)[nH]c2cc(NC(=O)C3CC3)c(C)cc12	-3	-5	-7	6	0	-2.2	2	0	-5
24	Cc1ccc(NC(=O)C2(c3cccs3)CCOCC2)cc1C	-2	-8	3	4	-1	0.9	2	-3	5
25	CN(C)Cc1c(C(=O)N/N=C/c2cccc(OCc3ccccc3)c2)nnn1-c1nonc1N	3	7	-6	0	1	3.5	0	2	2
26	CCCOC(=O)CCCN1C(=O)/C(=C2\SC(=S)N(CCCC(=O)OCCC)C2=O)SC1=S	-7	-1	/	-1	-4	2.0	6	-1	0
27	CC(C)c1ccc(NC(=O)CCNC(=O)Cn2ccc3ccccc3c2=O)cc1	4	6	-14	3	1	0.6	1	-2	-2
28	CC1CCOC2(O1)C(=O)N(CN1CCN(c3cccc(Cl)c3)CC1)c1ccccc12 (stereo not given)	-9	-4	2	8	-2	0.2	1	-1	18
29	COCCNC(=O)Cn1cc(C(=S)N2CCCCC2)c2ccccc21	5	-2	-4	2	4	0.0	0	-1	-5
30	CCOC(=O)NC1(C(F)(F)F)C(=O)NC(C)=C1C(=O)OC (stereo not given)	8	-3	5	-1	-4	0.5	-2	-2	-3
31	COc1ccccc1CNS(=O)(=O)c1ccc2c(c1)N(C(C)=O)CCO2	8	-3	0	17	2	1.3	-4	2	-9
32	Cc1cc(NC(=O)CSc2nc(=O)cc(N)n2-c2ccc(Cl)cc2)no1	3	1	-1	1	2	0.5	4	-1	13
33	CCOC(=O)Nc1oc2ccccc2c(=O)c1C	4	-3	-4	0	-2	4.4	2	0	-8
34	O=C(/C=C/c1ccc(-c2ccccc2[N+](=O)[O-])o1)c1ccco1	-14	37	5	19	0	3.6	9	1	-19
35	CCCCc1cc(=O)oc2c(CN(CC)CC)c(O)c(Cl)cc12	0	2	-3	2	-6	4.1	8	2	4
36	COc1ccc(C(CC(=O)c2ccccc2)S(=O)(=O)c2ccccc2)cc1 (stereo not given)	-2	5	-2	0	2	-1.8	0	-3	-6
37	CC1CCCC(C)N1CCCNC(=O)c1cc2c(=O)n(C)c3ccccc3c2n1C (stereo not given)	1	-2	3	7	-3	1.7	5	-1	6
38	Cc1cccc(-n2c(SCC(=O)N3CCC(C(=O)O)CC3)nc3ccccc3c2=O)c1C	1	-1	-4	-1	-4	1.4	-4	-1	4
39	CCCOc1ccc(C(=O)CCC(=O)OCC(=O)N2CC(=O)Nc3ccccc32)cc1	0	8	-5	-1	11	2.7	-40	1	4
40	COc1ccc(CCNC(=O)CCc2cc(OC)c(OC)c(OC)c2)cc1OC	-5	-5	5	2	-5	-0.5	4	0	-10
41	CN(C)S(=O)(=O)c1cccc(C(=O)Nc2cccnc2)c1	-3	-6	0	7	-3	1.9	-3	-2	5
42	CC1(C)NC(=O)N(CCOCCOc2cccc(Oc3ccccc3)c2)C1=O	0	-2	-1	0	4	1.8	2	-3	-2
43	N#CC1=C(N)N(c2ccc(Br)cc2)C2=C(C(=O)CCC2)C1c1cccnc1 (stereo not given)	0	-2	10	6	-2	0.2	4	1	-12
44	c1ccc(-c2nnc(SCc3nc4ccccc4[nH]3)n2Cc2ccco2)nc1	10	-3	-6	4	-1	2.2	-2	1	8
45	Cc1nc2ccc(NC(=O)NC(=O)c3c(Cl)cccc3Cl)cc2o1	1	6	0	1	-1	2.2	-2	2	-1
46	Cc1ccc(S(=O)(=O)N(C)CC(=O)N2CCN(c3ccccn3)CC2)cc1	4	-3	-6	0	-4	1.2	-3	-2	11
47	O=C(Nc1cccnc1)c1ccc(N2CCCC2)c([N+](=O)[O-])c1	-1	2	1	16	3	0.8	0	4	-5
48	CC(C)(C)c1ccc(OCCC(=O)NNC(=O)c2ccccc2)cc1	5	1	4	4	0	0.1	5	-3	5
49	CCn1cc(-c2ccnc3cc(C(=O)O)nn23)c(C)n1	-5	10	7	-2	-1	1.5	-1	0	1
50	CCOc1ccc(NC(=S)Nc2cccnc2)cc1	-6	0	-8	6	9	0.0	-4	2	-18
51	O=C(NNC(=O)c1ccccc1OCc1ccccc1)c1ccccc1F	-6	-1	-1	53*	0	0.7	-2	0	3
52	CC(=O)[C@@]1(O)CCC2C3C=CC4=CC(=O)CC[C@]4(C)C3CC[C@@]21C (stereo not given in full)	5	/	11	-1	-5	-0.3	/	/	16

Structural class, the entries above with a Cl atom (seven)
item	SMILES	proCasp3 act	core dimer inh	PAFAH2 inh	AHR activator	PP1 inh	PP5 primary	CTSL1 counter	TPT1 inh	procasp7 counter
4	O=C(CCCC(=O)N1CCN(c2cccc(Cl)c2)CC1)c1ccccc1	3	-2	4	1	6	3.9	-2	0	3
6	O=C(Nc1ccccc1C(=O)NCc1cccnc1)c1ccc(Cl)cc1Cl	-2	-9	-9	3	1	3.5	-3	1	6
20	C=CCNC(=O)c1cc(Cl)ccc1Cl	1	-1	5	-1	1	0.4	-3	-3	4
28	CC1CCOC2(O1)C(=O)N(CN1CCN(c3cccc(Cl)c3)CC1)c1ccccc12 (stereo not given)	-9	-4	2	8	-2	0.2	1	-1	18
32	Cc1cc(NC(=O)CSc2nc(=O)cc(N)n2-c2ccc(Cl)cc2)no1	3	1	-1	1	2	0.5	4	-1	13
35	CCCCc1cc(=O)oc2c(CN(CC)CC)c(O)c(Cl)cc12	0	2	-3	2	-6	4.1	8	2	4
45	Cc1nc2ccc(NC(=O)NC(=O)c3c(Cl)cccc3Cl)cc2o1	1	6	0	1	-1	2.2	-2	2	-1

Screening results: PubChem BioAssay, The Scripps Research Institute Molecular Screening Center

Outcome played no part in choosing rows, and some 5.6% of all compounds hit somewhere here.
